Screening results from PubChem.
POLK inh = qHTS for Inhibitors of Polymerase Kappa. 0.53% of 400,000 active. DNA polymerase kappa (Homo sapiens), Q9UBT6. Potency, µM (highest dose often 107 µM), inactives show top-dose activity, negative = inhibition, hits mostly inhibitors. purified Pol kappa, fluorescent DNA synthesis assay, 10 min; also: potency is read from the fitted curve at half-maximal effect; % is scaled to controls: 0 for no effect and ±100 for the full control effect
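Enzyme at 10 nM met test compounds for 15 min at room temperature. Substrate addition (50 nM final) began the reaction, which was monitored by fluorescence at 0 and 10 min.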
Pol eta inh = qHTS for Inhibitors of Polymerase Eta; AID 588591, 2011; recombinant Pol eta, fluorescent DNA replication assay; DNA polymerase eta (Homo sapiens), Q9Y253; Potency, µM (series often up to 114 µM), without a hit: top-dose activity change, negative = inhibition, usual class: inhibitors; 1.2% of 390,000 active; also: potency is read from the fitted curve at half-maximal effect; % is scaled to controls: 0 for no effect and ±100 for the full control effect
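Pol eta at 10 nM preincubated with compounds 15 min at room temperature; reaction started with fluorescent substrate (50 nM final) and read kinetically at 0 and 10 min.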
Anesthetic bind = qHTS Assay for Identification of Novel General Anesthetics | apoferritin/1-aminoanthracene competitive binding, fluorescence | 0.074% of 350,000 active | Ferritin light chain (Equus caballus), P02791 | Potency, µM (top dose mostly 77.5 µM), for inactives: at the highest dose activity change, negative = displacement, hits mostly inhibitors; also: potency is read from the fitted curve at half-maximal effect; % is scaled to controls: 0 for no effect and ±100 for the full control effect; nearly all actives have a fitted effect of over 20% in size
Target sequence (P02791 2-175 limits assumed): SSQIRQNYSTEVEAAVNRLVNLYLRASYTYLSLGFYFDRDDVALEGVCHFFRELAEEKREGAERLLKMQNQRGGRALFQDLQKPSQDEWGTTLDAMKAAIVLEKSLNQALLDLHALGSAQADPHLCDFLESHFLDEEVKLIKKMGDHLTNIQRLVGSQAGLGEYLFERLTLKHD
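Probe: 1-aminoanthracene (50% saturated, PBS). Protein: horse-spleen apoferritin, 10 uM. Incubation: 10 min, room temperature. Detection: 380 nm excitation, 535 nm emission. Analysis: normalized response, four-parameter Hill.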
APEX1 inh = qHTS Assay for Inhibitors of the Human Apurinic/apyrimidinic Endonuclease 1 (APE1); Potency, µM (highest dose often 65.8 µM), inactives show at the highest dose activity change, negative = inhibition, most hits filed as inhibitors; AID 2517, 2012; DNA repair nuclease/redox regulator APEX1 (Homo sapiens), P27695; 0.35% of 350,000 active; recombinant APE1, TAMRA/BHQ-2 abasic DNA cleavage fluorescence;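 also: potency is read from the fitted curve at half-maximal effect; plate controls were vehicle for no effect and reference inhibitor for full effect; nearly all actives have a fitted effect of over 55% in size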
Target sequence (P27695 whole entry, looked up): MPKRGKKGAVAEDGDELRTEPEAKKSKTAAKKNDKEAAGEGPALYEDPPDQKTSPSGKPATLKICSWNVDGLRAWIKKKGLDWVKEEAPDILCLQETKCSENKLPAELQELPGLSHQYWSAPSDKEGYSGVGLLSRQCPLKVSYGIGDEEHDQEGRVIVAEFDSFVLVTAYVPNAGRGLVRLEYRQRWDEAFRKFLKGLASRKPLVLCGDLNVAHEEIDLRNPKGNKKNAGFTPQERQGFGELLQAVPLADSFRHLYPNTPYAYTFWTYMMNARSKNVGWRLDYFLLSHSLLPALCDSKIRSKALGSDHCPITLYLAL
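Measures dequenching upon AP-site incision of a 5'-TAMRA/3'-BHQ-2 THF-containing duplex, 50 nM; human APE1 0.75 nM after 15 min room-temperature exposure to compound; kinetic three-point read at one-minute spacing.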
POLI inh = qHTS for Inhibitors of Polymerase Iota; DNA polymerase iota (Homo sapiens), Q9UNA4; Pol iota fluorescent replication assay, 10 min; Potency, µM (doses to about 115 µM), for the others: top-dose activity, negative = inhibition, actives largely listed as inhibitors; 1% of 390,000 active; AID 588590, 2011; also: potency is read from the fitted curve at half-maximal effect
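Pol iota at 10 nM preincubated 15 min with compounds at room temperature; reaction started with fluorescent substrate, 50 nM final. Fluorescence read kinetically at 0 and 10 min; buffer-only wells as negative control.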
Pol beta inh = qHTS Assay for Inhibitors of DNA Polymerase Beta; Pol beta primer extension/strand displacement, fluorescence kinetic; Potency, µM (highest dose often 114 µM), for the others: top-dose activity change, negative = inhibition, usual class: inhibitors; 1.3% of 340,000 active; AID 485314, 2010; also: potency is read from the fitted curve at half-maximal effect; % is scaled to controls: 0 for no effect and ±100 for the full control effect
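Pol beta (10 nM) and compounds were preincubated 15 min at room temperature, then 50 nM substrate (final) started primer extension/strand displacement. Reads were taken at 0 and 10 min; concentration-response data were fitted to a four-parameter Hill equation.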
Tb PGK inh = qHTS Assay to Find Inhibitors of Phosphoglycerate Kinase | Phosphoglycerate kinase, glycosomal (Trypanosoma brucei brucei), P07378 | PGK/GAPDH coupled, Kinase-Glo luminescence, 60 min | Potency, µM (doses to about 57.5 µM), for the others: at the top dose activity change, negative = inhibition, usual class: inhibitors | 0.043% of 380,000 active; also: potency is read from the fitted curve at half-maximal effect; % is scaled to controls: 0 for no effect and ±100 for the full control effect; nearly all actives have a fitted effect of over 60% in size
Target sequence (P07378 whole entry, looked up): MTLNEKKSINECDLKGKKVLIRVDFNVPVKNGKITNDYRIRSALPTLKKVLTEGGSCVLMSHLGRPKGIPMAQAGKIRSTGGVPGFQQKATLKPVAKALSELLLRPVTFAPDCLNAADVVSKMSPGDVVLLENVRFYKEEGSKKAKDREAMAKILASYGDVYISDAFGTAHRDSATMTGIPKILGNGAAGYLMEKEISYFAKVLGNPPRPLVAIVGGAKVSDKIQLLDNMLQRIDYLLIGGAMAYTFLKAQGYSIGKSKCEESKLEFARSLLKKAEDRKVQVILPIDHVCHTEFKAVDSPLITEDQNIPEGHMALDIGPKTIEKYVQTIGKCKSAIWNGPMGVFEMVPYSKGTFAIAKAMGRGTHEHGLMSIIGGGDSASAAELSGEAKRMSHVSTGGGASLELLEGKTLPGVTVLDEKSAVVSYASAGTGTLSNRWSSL
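Recombinant glycosomal PGK reaction used 1,3-bisphosphoglycerate generated in-well by GAPDH (100nM final) in 100mM TEA pH 7.6, 5mM MgCl2, 0.01% Tween-20. After 60 minutes at room temperature, ATP was read by Kinase-Glo Plus luminescence end-point.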
RXFP1 antagonist = qHTS Assay for Antagonists of the Relaxin Receptor RXFP1. HEK293-RXFP1, relaxin-stimulated cAMP HTRF, 30 min; stronger effect = lower value. AID 1259400, 2018. Relaxin receptor 1 (Homo sapiens), Q9HBX9. activity change, negative = inhibition, % at 57.5 µM. 0.59% of 350,000 active;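 active = activity change of -60% or lower, but not beyond a set lower limit; inconclusive = change between -60% and -40%, or beyond the set limit; inactive = change above -40%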; also: % is scaled to controls: 0 for no effect and ±100 for the full control effect
BLM helicase inh = qHTS Assay for Inhibitors of Bloom's syndrome helicase (BLM). Potency, µM (highest dose often 56.1 µM), for the others: top-dose activity change, negative = inhibition, actives largely listed as inhibitors. recombinant BLM DNA unwinding, fluorescence dequenching. 0.2% of 350,000 active;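 also: potency is read from the fitted curve at half-maximal effect; plate controls were vehicle for no effect and no enzyme for full effect; nearly all actives have a fitted effect of over 35% in size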
* = called active by the depositor; i = inactive; ? = inconclusive; . = not tested or not shown; & = joins results of further samples; [ ] = another dose, or the depositor's remark. Unless noted, calls follow the shape of the dose curve; as a rule, active = well fitted curve in the direction sought with a large enough effect; inconclusive = small, poorly fitted or top-dose-only effect, or another doubt; inactive = no such curve, though single readings can be large; an effect the other way counts as inactive or inconclusive. Some of the compounds tested, so the mix of outcomes need not match the whole.

SMILES	POLK inh	Pol eta inh	Anesthetic bind	APEX1 inh	POLI inh	Pol beta inh	Tb PGK inh	RXFP1 antagonist	BLM helicase inh
CCOC(=O)c1c(C)n(Cc2ccco2)c2c1cc(O)c1ccccc12	-8%	-9%	?	15%	0%	-1%	17%	-15	-24%
CC1N(C)c2cc(NC(=O)c3ccco3)c(P(=O)(Nc3ccc([N+](=O)[O-])cc3)N3CCOCC3)cc2C1(C)C (centres undefined)	-23%	?	-19%	-17%	54%[activator]	?	-4%	-18	-9%
COc1ccc(C2=NCC(=O)N(CC(=O)NCc3ccco3)c3sc4c(c32)CCCC4)cc1	-14%	-7%	-23%	-6%	?	31%	.	-9	-6%
Cc1nn(Cc2ccccc2)c(Cl)c1C(=O)OC(C)C(=O)Nc1ccc(F)cc1Cl (centres undefined)	7%	-8%	-9%	1%	19%	0%	-10%	.	-4%
NC(=Nc1ccccc1)NN=Cc1c[nH]c2ccccc12	-11%	-22%	.	.	21%	.	-5%	-17	.
Cc1cccn2c(=O)c(C=Nc3ccccc3)c(NCc3ccco3)nc12	5%[60.1 µM]	-30%	-8%	?	3%	-32%	-5%	-22	0%
O=c1[nH]c(=O)n(CCC2=CCCCC2)c(O)c1C=NC1CCN(Cc2ccccc2)CC1	-16%	-17%	-17%	2%	1%	-1%	i	-11	-1%
COc1cc(CN=Cc2c(O)n(C(C)(C)C)c(=O)[nH]c2=O)cc(OC)c1	-3%	-12%	?	-5%	158%[activator]	12%	-2%	-5	-3%
COc1ccc(C(=O)/C=C/c2cccs2)c(OC(=O)N2CCOCC2)c1	9%	-21%	0%	1%	72%[activator]	15%	10%	-15	0%
Cc1ccc(C(C)C)c(OCCn2c(=O)oc3ccccc32)c1	2%	?	-8%	-1%	-2%	?	-14%	-11	-15%
CC(C)[C@@]1(NC(=O)[C@@H]2C[C@H]3c4cccc5[nH]cc(c45)C[C@@H]3N(C)C2)O[C@]2(O)[C@H]3CCCN3C(=O)[C@H](Cc3ccccc3)N2C1=O	-10%[12 µM]	.	-12%[29.3 µM]	-1%[21 µM]	.	.	.	.	-1%[21.4 µM]
COc1ccc(-c2nc(CN3C(=O)CN=C(c4ccccc4Cl)c4cc(Cl)ccc43)c(C)o2)cc1OC	-20%	-23%	-19%	.	41%[activator]	-2%	-2%	4	-3%
c1cnc(OCCN2CC2)cn1	-32%	-9%	.	.	-28%	.	-7%	3	.
COc1ccc2c3c1O[C@H]1C(=O)CC[C@H]4[C@@H](C2)N(C)CC[C@]314	-22%	-2%	-10%	7%&16%	-10%	.	2%	.	5%
c1ccc2c3c([nH]c2c1)C1(CCNCC1)NCC3	-9%	-6%	5%	-2%	117%[activator]	3%	-1%	-8	1%
CC(c1ccccc1)(c1ccccc1)c1ccncc1	-19%	-14%	-1%	-8%	55%[activator]	-5%	2%	-81*	-4%
CCOP(=O)(c1ccccc1)C(O)c1ccc([N+](=O)[O-])cc1 (centres undefined)	-14%	0%	-2%	55%[activator]	109%[activator]	0%	-2%	4	-6%
Oc1c(Cl)cc(Cl)cc1CN1CCN(Cc2ccccc2)CC1	-13%	-5%	2%	-9%	32µM*	11%	i	0	-6%
CCN1CCCC(OC(=O)C(c2ccccc2)c2ccccc2)C1 (centres undefined)	-16%	-9%	1%	-11%	14%	.	-9%	10	3%
CC(Cc1ccccc1)NCCC(c1ccccc1)c1ccccc1 (centres undefined)	-9%	?	.	-7%	-16%	.	11%	.	.
COc1ccc(Sc2cnn(-c3ccccc3)c(=O)c2Cl)cc1	0%	-14%	?	-1%	4%	-2%	5%	-14	-6%
CCCc1ccc(OCC(=O)Nc2ccc(Cl)cc2C(=O)c2ccccc2)cc1	-4%	-8%	-10%	.	7%	6%	1%	-3	-4%
Cc1ccc(/C=C2\C(=O)NC(=S)N(c3ccc(F)cc3)C2=O)o1	25µM*	13µM*	-13%	45%[activator]	?	16µM*	-11%	8	-4%
O=Cc1c(C(=O)O)n(Cc2ccccc2Cl)c2ccccc12	-11%	0%	-12%	0%	-17%	-13%	2%	1	-5%
O=C(COc1ccc(Cl)cc1)N1CCN(Cc2ccccc2)CC1	-7%	-5%	-12%	-1%	14%	2%	9%[11.5 µM]	-10	-5%

Brought forward from above: 5 compounds, then new ones.
SMILES	POLK inh	Pol eta inh	Anesthetic bind	APEX1 inh	POLI inh	Pol beta inh	Tb PGK inh	RXFP1 antagonist	BLM helicase inh
COc1ccc(Sc2cnn(-c3ccccc3)c(=O)c2Cl)cc1	0%	-14%	?	-1%	4%	-2%	5%	-14	-6%
CCCc1ccc(OCC(=O)Nc2ccc(Cl)cc2C(=O)c2ccccc2)cc1	-4%	-8%	-10%	.	7%	6%	1%	-3	-4%
Cc1ccc(/C=C2\C(=O)NC(=S)N(c3ccc(F)cc3)C2=O)o1	25µM*	13µM*	-13%	45%[activator]	?	16µM*	-11%	8	-4%
O=Cc1c(C(=O)O)n(Cc2ccccc2Cl)c2ccccc12	-11%	0%	-12%	0%	-17%	-13%	2%	1	-5%
O=C(COc1ccc(Cl)cc1)N1CCN(Cc2ccccc2)CC1	-7%	-5%	-12%	-1%	14%	2%	9%[11.5 µM]	-10	-5%
CN1/C(=C\C=Nc2ccccc2)C(C)(C)c2ccccc21	-8%	-3%	-15%	?	?	5%	-6%	0	-2%
CCOC(=O)c1[nH]c(=O)c2ccccc2c1O	-13%	-14%	33%[activator]	?	?	27%	-1%	32	-15%
C[N+]1(C)CCC(OC(=O)C(c2ccccc2)c2ccccc2)CC1	-25%[60.1 µM]	-3%[57.1 µM]	0%	?	5%[58.9 µM]	14%[57.1 µM]	i	.	3%
C/C(=N\NC(=O)c1ccccc1Cl)c1c(O)n(C2CCCCC2)c(=O)[nH]c1=O	-1%	-19%	-6%	19%	17%	30%[activator]	i	-3	-2%
CCCCCCCCCCCCN=C(N)N	24%[60.1 µM]	.	?	-1%	.	.	.	.	-13%
Cc1ccc(C2(O)CC(C)N(C)CC2C)cc1 (centres undefined)	-2%	-13%	-11%	0%	3%	56%	i	-2	2%
COCCCNP1(=O)OCC(C)([N+](=O)[O-])CO1 (centres undefined)	2%	-11%	.	.	1%	.	-4%	0	.
CCOc1ccc(CC2(CCc3ccncc3)C(=O)NC(=O)NC2=O)cc1	-4%	-6%	-5%	-1%	16%	-2%	-5%	2	0%
CC12CCCCC1(O)[N+](=O)C1=C(CCCC1)N2[O-] (centres undefined)	-24%	?	-14%	0%	?	-21%	-4%	0	-8%
O=C(CN1CC=C(c2ccccc2)CC1)NC(=O)NCc1ccco1	-10%	?	-21%	12%	?	-18%	i	-2	-10%
O=C(O)C(O)(c1ccccc1)C1CCCCC1 (centres undefined)	-7%	-17%	1%	59%[activator]	8%	2%	-3%	6	-1%
CC(C(=O)c1ccc2ccccc2c1)N1CCCCC1 (centres undefined)	-9%	-7%	3%	-2%	0%	-2%	-9%	4	-11%
CCCCn1c(=O)c(C(=O)NC(C)c2ccccc2)c(O)c2ccccc21 (centres undefined)	-1%	-11%	-7%	-20%	-3%	11%	2%	7	-5%
Clc1ccc(C(Cn2ccnc2)OCc2csc3c(Cl)cccc23)c(Cl)c1 (centres undefined)	-4%	-27%	.	22%	-1%	.	-6%	.	.
Cc1cccc(C)c1OP(N)(=O)OCC(F)(F)F (centres undefined)	-1%	-5%	1%	-8%	25%	-14%	-1%	.	3%
COc1ccc(C(=O)CSc2nnc(CNC(=O)c3ccc(S(=O)(=O)N(C)C)cc3)o2)cc1	-4%	1%	?	-11%	2%	17%	-7%	7	-6%
C=C1C(O)C2OC3(CCC(/C=C/C(C)C4CC(C)=CC5(OC(CC(C)(O)C(=O)O)CCC5O)O4)O3)CCC2OC1C(O)CC(C)C1OC2(CCCCO2)CCC1C (centres undefined)	-10%[2.39 µM]	.	6%[3.34 µM]	-8%[2.36 µM]	.	.	.	.	1%[2.38 µM]
CC(Cc1ccccc1)NC(=O)Cc1ccc(N(C)C)cc1 (centres undefined)	-17%	-13%	8%	2%	7%	-5%	-4%	-6	3%
COC(=O)C1=Nc2ccccc2/C1=C\c1c(O)n(C)c(=O)n(C)c1=O	-13%	4%	-4%	0%	?	-12%	2%	0	3%
CC1(C)CN=C(Nc2nc3ccccc3s2)S1	-21%	-1%	-13%	2%	6%	-3%	i	-6	-2%
Cc1ccc(-c2nn(Cc3ccccc3)cc2C(=O)O)cc1	-1%	-2%	-1%	5%	-7%	-1%	5%	12	0%
CC1=NOC2(C)Nc3ncnn3C(c3ccccc3)C12 (centres undefined)	-4%	-11%	-2%	18%	18%	0%	-2%	-5	1%
Cn1cc(/C=C(\C(=O)O)C(C(=O)O)=C2CCCCC2)c2ccccc21	-19%	0%	-12%	1%	24%	?	-1%	-1	-4%
COC(=O)C1=C(c2ccc(F)cc2OCc2ccccc2)C[C@@H]2CC[C@H]1N2C(=O)N1CCC(O)CC1	-7%	?	.	-10%	7%	.	i	.	.
O=C(c1ccc(Cl)cc1)C1CCCN(Cc2ccc3c(c2)OCCO3)C1 (centres undefined)	-17%	?	-19%	-2%	?	1%	-3%	-73*	1%
Cc1ccc(-c2nc3ccc(Cl)cc3n2OC(=O)N(C)C)cc1	-8%	5%	-12%	-2%	-1%	-27%	-2%	-8	1%
Cc1cccc(Cn2cccc(C(=O)Nc3cc(C)on3)c2=O)c1	-4%[60.1 µM]	1%	-3%	.	?	2%	4%	.	-1%
